Source: PubChem BioAssay
PDI turbidity = blocks human protein disulfide isomerase activity. 350,000 tested, 0.052% active. PDI insulin aggregation turbidity, A650, 90 min. inhibition, % at 10 µM. AID 588391;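 active = mean inhibition across replicates of 30% or more, whatever share of single replicates reach that level; inconclusive = mean inhibition below 30% while every single replicate reaches 30%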;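 note: absorbance from insulin aggregation driven by PDI reduction with DTT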
Target sequence (P07237 whole entry, looked up): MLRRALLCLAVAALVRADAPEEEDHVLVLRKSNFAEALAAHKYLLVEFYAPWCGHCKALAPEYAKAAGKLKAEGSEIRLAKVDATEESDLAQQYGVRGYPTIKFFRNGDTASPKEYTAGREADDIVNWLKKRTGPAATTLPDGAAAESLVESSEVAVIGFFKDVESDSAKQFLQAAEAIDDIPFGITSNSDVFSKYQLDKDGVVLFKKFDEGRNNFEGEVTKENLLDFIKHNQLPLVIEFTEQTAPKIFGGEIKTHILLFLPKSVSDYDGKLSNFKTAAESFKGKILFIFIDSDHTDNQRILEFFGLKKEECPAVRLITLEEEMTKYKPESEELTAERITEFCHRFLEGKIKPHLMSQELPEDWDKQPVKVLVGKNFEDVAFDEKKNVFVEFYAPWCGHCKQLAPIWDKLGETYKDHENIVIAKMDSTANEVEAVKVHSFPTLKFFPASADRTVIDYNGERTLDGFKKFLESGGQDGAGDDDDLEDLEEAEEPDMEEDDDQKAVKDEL
TRPM1 prom inh = MITF TRPM1 promoter inhibition in SK-MEL-5 cells | 330,000 tested, 0.83% active | inhibition, % at 12.5 µM | SK-MEL-5 TRPM1 promoter luciferase, 24 h;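 active = mean inhibition across replicates of 60% or more, whatever share of single replicates reaches that level; inconclusive = some that reach 60%, reason not given; inactive = mean inhibition across replicates below 60%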; note: values of inactives mirror those of a sister screen read the other way
CF NFkB block = blocks PAF-induced NF-kB reporter in cystic fibrosis cells; KKLEB NF-kB-GFP reporter, GFP fluorescence overnight; inhibition, % at 5 µM; 360,000 tested, 0.86% active; AID 588850;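 active = at least 50% inhibition at 5 µM, scaled per plate between neutral and stimulator controls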;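 note: PAF is a Pseudomonas aeruginosa culture filtrate used as stimulus; plate controls were PAF-stimulated DMSO wells for no effect and unstimulated DMSO wells for full effect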
Peg3 promoter = Peg3 promoter activity inhibition; HeLa PEG-Prom luciferase reporter, luminescence, overnight; inhibition, % at 20 µM; 360,000 tested, 1.7% active; AID 588405;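 active = inhibition of at least 50% at 20 µM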
HIF-2a inh = HIF-2a inhibition; 786-0 RCC cells HIF-2a reporter, luciferase luminescence, overnight; inhibition, % at 18.8 µM; 360,000 tested, 0.72% active;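 active = inhibition of the luminescence signal of 40% or more relative to plate controls, in a single-dose primary screen at 18.75 µM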
CaV13 ICDI inh = Primary screen for inhibitors of IQ motif and Ca2+-dependent inactivation inhibitor domain binding in CACNA1D, Förster resonance energy transfer in living cells, … | HEK cells, CFP/YFP FRET ICDI-IQ, plate reader, 10 min; percent FRET-ratio fall versus neutral wells | inhibition, % at 12.3 µM | 340,000 tested, 0.098% active | AID 743397;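 active = mean replicate inhibition of at least 30% and at least 1% of replicates passing that level; inconclusive = only one of the two criteria is met; inactive = neither criterion is met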;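 note: 0% = median of the neutral control wells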
Vif imaging = inhibitors of HIV Vif | HEK293T cells, Vif self-association by quenched fluorescence, imaging, 24 h | inhibition, % at 7.49 µM | 340,000 tested, 0.35% active; in the data active = inhibition above about 50%, passing the limit was not always enough; inconclusive = no clear call, values can overlap the other calls; inactive = below about 31%; note: some results filed as inactive read as strong as hits
NR2E3 ag-1 = agonists of human nuclear receptor NR2E3 | GST-NR2E3/biotin-RetCOR TR-FRET, 1536-well | AID 2300 | 320,000 tested, 0.12% active | Q9Y5X4 | inhibition of corepressor binding, % at 4.78 µM;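 active = percent inhibition above the cutoff of mean plus 3 SD of all tested compounds, set per screening campaign, cut at about 20% in these data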;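 note: 0% = DMSO wells and 100% = biotin wells as full block of FRET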
Target sequence (Q9Y5X4 whole entry, looked up): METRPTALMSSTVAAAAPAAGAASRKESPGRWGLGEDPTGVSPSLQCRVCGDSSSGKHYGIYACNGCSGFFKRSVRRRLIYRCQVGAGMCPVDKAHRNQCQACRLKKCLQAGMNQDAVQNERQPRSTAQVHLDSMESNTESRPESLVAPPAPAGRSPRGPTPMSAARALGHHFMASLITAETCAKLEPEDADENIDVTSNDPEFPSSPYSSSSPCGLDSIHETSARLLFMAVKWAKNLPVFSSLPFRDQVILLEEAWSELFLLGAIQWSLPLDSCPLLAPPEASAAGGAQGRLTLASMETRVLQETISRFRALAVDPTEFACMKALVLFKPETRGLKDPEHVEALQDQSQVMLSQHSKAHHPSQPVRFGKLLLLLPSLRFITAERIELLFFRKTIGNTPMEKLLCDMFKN
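Material: NR2E3–RetCOR corepressor complex | Quantity: 1.35 nM GST-tagged NR2E3 final | Schedule: 5 h at 4 °C | Replication: Singlicate compound wells | Reagent: RetCOR corepressor, biotinylated, 7 nM | Controls: Biotin wells as high control, 0.6% DMSO wells as low control | Signal: TR-FRET, Eu(K)-anti-GST donor, streptavidin-D2 acceptor, ex 340, em 617/671 nm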
Shn3 3UTR inh = inhibitors of Schnurri-3 3'UTR reporter in osteoblasts; inhibition, % at 12.5 µM; AID 588674; 360,000 tested, 0.52% active; Clone20 osteoblast Shn3 3'UTR firefly luciferase, 24 h;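 active = mean inhibition of at least 75% with every replicate also reaching 75%; inconclusive = mean inhibition at least 75% but some replicate below; inactive = mean inhibition below 75%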;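 note: 0% = median of neutral control wells and 100% = pilot-screen positive control compound; some compounds past the cut are filed as inactive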
NR2E3 ag-2 = human photoreceptor-specific nuclear receptor agonism; CHO-S Gal4-NCOR/VP16-NR2E3 two-hybrid, luciferase; inhibition of corepressor binding, % at 3.98 µM; 360,000 tested, 0.35% active; AID 602229;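 active = inhibition above the mean of all tested compounds plus 3 SD, cut at about 70% in these data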;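 note: 0% = DMSO with NR2E3 transfected cells and 100% = cells lacking NR2E3 construct; higher means lower luciferase signal from less NR2E3 corepressor binding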
KKLEB tox = reduces viability of KKLEB cystic fibrosis airway cells | KKLEB CF airway cells viability, ATPlite luminescence, overnight; active compounds read low; cells stimulated with P. aeruginosa culture filtrate | AID 602141 | 360,000 tested, 0.36% active | activity change (cytotoxicity), % at 5 µM;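 active = corrected activity change at or below -50% at 5 µM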
An asterisk follows results filed as active; ? = inconclusive; / = not tested or not shown; & = joins results of further samples.

Compound,PDI turbidity,TRPM1 prom inh,CF NFkB block,Peg3 promoter,HIF-2a inh,CaV13 ICDI inh,Vif imaging,NR2E3 ag-1,Shn3 3UTR inh,NR2E3 ag-2,KKLEB tox
Fc1ccc(NC(=S)NC2CCCCC2)c(F)c1F,-8,15,4,-23,-8,-5,-11,1,61,11,-8
CSc1ccc(C(=O)C2CCCN(Cc3cccc4nccnc34)C2)cc1 (stereo not drawn),-5,4,7,23,10,-6,-5,1,/,24,-1
C=CCn1c(SCC(=O)NC2CC2)nc2ccccc2c1=O,-6,-3,-5,-3,-2,-6,32,4,5,-11,4
CC(C)CN(CC(C)C)C(=O)CCCC(=O)N(CC(C)C)CC(C)C,-7,22,1,18,-1,-4,4,4,-2,9,8
CCCCN(C=O)c1c(CC)nc2ccc(C(=O)N3CCN(S(=O)(=O)CC)CC3)cn12,2,/,6,15,8,-16,4,/,3,-17,3
COc1ccc2ccn(C)c2c1,-2,3,-23,12,17,-5,6,4,-14,-15,7
COc1cccc(CNc2nc(NCc3ccccc3OC)nc3ccsc23)c1,-21,/,14,31,7,-12,-3,/,83,55,-6
COc1cccc(-c2sc3cc(OC)c(OC)cc3c2-c2ccc(OCCN3CCCCC3)cc2)c1,3,45,21,97*,6,/,-1,/,4,17,-14
N#CCC(=O)NNc1c([N+](=O)[O-])cc(C(F)(F)F)cc1[N+](=O)[O-],6,2,11,18,27,-5,-5,-10,-2,-10,2
CN(CC(=O)Nc1cccc(F)c1)C(=O)CC1CC2CCC1C2 (stereo not drawn),6,-8,10,4,4,-3,-6,-2,-3,3,4
NC(=O)c1cc(S(=O)(=O)N2CCN(c3ccc([N+](=O)[O-])cc3)CC2)cs1,1,3,-15,20,7,-3,2,-5,56,-4,6
CSC(=NC1CCCCC1)NS(=O)(=O)c1ccccc1,-2&0,-4&-5,-3&4,-13&6,-26&-20,-6&-5,-10&-42,-3,6&-10,-16&-4,6&-4
O=C(CN(Cc1ccco1)C(=O)c1ccc(N2CCCC2=O)cc1)Nc1ccccc1C(F)(F)F,2,4,19,9,3,-6,9,-3,7,-42,-16
COc1ccc(OC)c(NC(=O)c2cc3c(Cl)nc4ccccc4c3s2)c1,-1,8,18,65*,6,-3,-5,-1,6,1,-26
CSc1nc(N)nc(SCC(=O)CC(=O)OC(C)C)c1C#N,-6,2,-12,-5,19,-3,-2,3,2,-20,12
CCN1CN(CCc2ccccc2)CNC1=S,-10,-7,14,17,5,-3,-2,1,3,-15,-2
CC(C)N(C(=O)CN1C(=O)NC2(CCCCCC2)C1=O)C(C)C,3,-4,-10,14,11,/,-6,1,10,-7,4
Cc1noc(C)c1S(=O)(=O)N(C)C[C@H]1Oc2c(NC(=O)C3CCCCC3)cccc2C(=O)N([C@H](C)CO)C[C@@H]1C,5,-7,32,6,-2,-5,-3,/,-11,8,-8
CC(=O)Nc1ccc(NC(=O)c2cc(S(=O)(=O)N3CCCCC3)ccc2C)cc1,-4,7,-20,5,9,-6,/,1,-11,-24,14
CC(=O)c1cccc(OCC(O)CNCCc2ccc(Cl)cc2)c1 (stereo not drawn),7,-10,-18,-10,12,-18,/,-1,0,-20,-3
CC(=O)N1c2ccccc2C2(O)N=C(C)SC12 (stereo not drawn),-4,4,10,3,-17,/,4,-4,-4,-21,6
NC(=O)C1CCN(C2=C(NS(=O)(=O)c3ccc(Cl)cc3)C(=O)c3ccccc3C2=O)CC1,7,20,17,15,15,-7,-1,-2,-11,-7,-9
COc1ccc(CNC(=O)CSc2nnc(-c3cccnc3)n2N)cc1,4,6,-2,2,7,-5,2,1,-4,13,9
COCCNC(=O)Cn1cc(C(=O)c2cccs2)c2ccccc21,-4,-8,14,-43,17,/,15,2,-5,1,-2
O=C(NCCc1ccccc1)C1CCCN(c2nc3ccccc3s2)C1 (stereo not drawn),-4,-11,-9,5,1,-4,7,-2,-5,-43,-2
Cc1ccc(S(=O)(=O)N[C@@H](CC(C)C)C(=O)NCc2ccco2)cc1,-1,-4,-16,16,25,-8,-5,0,9,-1,9
COc1cccc(NC(=O)CN(C)C(=O)c2c(C)nn(-c3ccccc3)c2Cl)c1,13,/,17,8,5,-3,1,3,16,-21,3
COc1ccc(C(CNC(=O)CCC(=O)c2ccc(C)s2)N2CCOCC2)cc1 (stereo not drawn),2,4,36,18,5,-6,12,8,0,-14,-15
O=C(CN1CCC(n2cnc3cc(F)ccc32)CC1)Nc1ccccc1Br,11,14,4,15,4,3,2,1,-6,4,-8
COc1ccc(Cl)cc1NC(=O)c1cccc(NC(=O)CCC(=O)O)c1,-11,2,-12,-7,16,-3,0,2,-10,-20,6
CC(=O)c1cnc2cc(-c3ccc(C)cc3)nn2c1C,4,-78,-6,-233,-161,-10,2,0,-5,-101,5
N#CC1=C2SCC(O)(c3ccccc3)N2C(=O)CC1c1cccs1 (stereo not drawn),-11,22,-2,-13,-78,-7,0,0,19,-24,-15
COCCSc1nnc(NC(=O)COc2ccc3c(c2)OCO3)s1,11,-8,-3,-10,-20,-4,-7,4,6,-15,6
Cc1cc(C(=O)OCC(=O)N2CCOCC2)c2ccccc2n1,6,-1,-5,8,12,-4,-2,2,1,-22,4
CCn1c(=O)n(CC(=O)N2CC(C)CC(C)C2)c(=O)c2ccccc21 (stereo not drawn),2,6,-2,2,9,-9,-1,2,3,11,10
COc1cc(-c2cc(C(=O)Nc3ccc(O)cc3)c3ccccc3n2)cc(OC)c1OC,10,-1,-19,18,21,-11,-8,6,10,-2,1
COC(=O)Cn1c(=NC(=O)CSC(C)=O)sc2ccccc21,/,/,10,17,4,-3,7,2,-9,-48,-8
Cc1ccc(NC(=O)C2CC(=O)OC23CCOC(C)(C)C3)cc1 (stereo not drawn),-11,8,12,5,10,-5,28,-2,10,-10,-5
COC(=O)COC(=O)c1ccc(O)cc1,15,1,-7,-5,-6,-4,-11,1,-3,0,-15
Nc1nc(N2CCN(Cc3ccccc3)CC2)n[nH]1,8,2,6,-7,18,-2,1,-1,10,15,-13
CC(=O)/C(=N/Nc1ccc(Br)cc1)Sc1cccc2cccnc12,-8,37,11,21,4,-3,-8,-2,3,4,-12
CCN1CCN(c2ccc(S(=O)(=O)N3CCCCC3)cc2NC(=O)/C=C/c2ccc(OC)c(OC)c2)CC1,-6,-5,20,-7,-1,-4,?,0,8,6,-2
CCCCn1c(NCc2ccccn2)nc2ccccc21,3,-6,-4,-15,-41,-9,-2,3,0,-10,-3
CCCNC(=O)C1(C)CCCN(C(=O)/C=C/c2ccccc2)C1 (stereo not drawn),5,/,-38,-7,12,-7,-3,/,3,-34,-3
CCN1C(=O)c2cccc3cccc1c23,1,-1,-46,-8,4,-8,0,0,6,7,-6
O=C(CSc1nnc(CN2CCOCC2)n1-c1ccc(Cl)cc1)Nc1cc(Cl)ccc1O,0,8,10,7,14,-7,-1,0,18,-27,1
Cc1ccc2oc(C(=O)Nc3nnc(C)s3)c(C)c2c1,-6,-39,-15,-90,-188,-5,/,0,-42,-86,-5
Cc1nnc(SCC(=O)Nc2ccc(Cl)cn2)s1,0,5,-5,7,-4,-2,-1,-2,-7,-6,4
O=C(CN1CCCC1)Nc1ccc(Br)cc1,-11,-9,5,-10,-8,-5,-9,-3,-10,-3,1
COc1cc(OC)nc(Nc2nc(C(N)Cc3ccccc3)cs2)n1 (stereo not drawn),-19,/,-8,45,-6,-4,2,/,2,-34,-1
S=C1NC(c2ccccc2)=CC(c2ccccc2)N1 (stereo not drawn),-1,3,-4,-24,-150,8,1,2,-32,-8,-3
CC(C)CNS(=O)(=O)c1ccc(CCC(=O)NC2CCCCC2)cc1,-8,1,-1,13,13,-12,12,2,21,9,-18

Sorted by length of the SMILES (smallest number first): three of the compounds above.
Compound,PDI turbidity,TRPM1 prom inh,CF NFkB block,Peg3 promoter,HIF-2a inh,CaV13 ICDI inh,Vif imaging,NR2E3 ag-1,Shn3 3UTR inh,NR2E3 ag-2,KKLEB tox
C=CCn1c(SCC(=O)NC2CC2)nc2ccccc2c1=O,-6,-3,-5,-3,-2,-6,32,4,5,-11,4
CN(CC(=O)Nc1cccc(F)c1)C(=O)CC1CC2CCC1C2 (stereo not drawn),6,-8,10,4,4,-3,-6,-2,-3,3,4
Cc1noc(C)c1S(=O)(=O)N(C)C[C@H]1Oc2c(NC(=O)C3CCCCC3)cccc2C(=O)N([C@H](C)CO)C[C@@H]1C,5,-7,32,6,-2,-5,-3,/,-11,8,-8

The order is random; about 3.3% have a hit in one of these screens.
